Mm-Cpn inhibitor – blocks the Methanococcus maripaludis chaperonin Mm-Cpn; purified Mm-Cpn ATPase, ADP Transcreener TR-FRET; actives 0.031% (n = 330,000); Potency, µM (doses to about 76.9 µM), for the others: at the highest dose activity, negative = inhibition, actives largely listed as inhibitors; note: potency is the fitted concentration of half-maximal effect; % is set by controls: 0 for no effect and ±100 for the full control effect; nearly all actives have a fitted effect of over 80% in size
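Purified archaeal chaperonin (25 nM final) was preincubated with compound for 10 min at 37°C, then ATP (10 uM final) was added for 30 min at 37°C in Tris pH 7.4/KCl/MgCl2/DTT buffer. ADP was quantified by HTRF Transcreener TR-FRET.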
PLK1 PBD block – PLK1 (human) polo-box domain binding inhibition; Plk1 PBD binding of FITC phosphopeptide, fluorescence polarization; Potency, µM, inactives show max response, negative = inhibition, hits mostly inhibitors; actives 2.8% (n = 360,000); note: potency is the fitted concentration of half-maximal effect; series mostly up to about 57 µM; % is set by controls: 0 for no effect and ±100 for the full control effect; nearly all actives have a fitted effect of over 65% in size
PI5P4K alpha inh – inhibitors of human PI5P4K alpha; P48426; actives 1.2% (n = 330,000); max response, %; PI5P4Kalpha enzyme, ADP-Glo luminescence, 60 min; stronger effect = lower value; active = max response of -50% or lower; inconclusive = between -30% and -50%; inactive = -30% or higher; note: value at the top dose of about 77 µM; % is set by controls: 0 for no effect and ±100 for the full control effect
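Controls without substrate or without enzyme flank wells where PI5P4Kalpha converts substrate using 5 microM ATP (final). Incubation lasts 60 minutes at room temperature; ADP formed is read by ADP-Glo luminescence.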
WRN inhibitor – WRN helicase (human) inhibition; Q14191; WRN helicase unwinding, fluorescent forked duplex, kinetic; Potency, µM (top dose mostly 114 µM), inactives show at the top dose activity change, negative = inhibition, most hits filed as inhibitors; actives 0.46% (n = 360,000); AID 651768; note: potency is the fitted concentration of half-maximal effect; % is set by controls: 0 for no effect and ±100 for the full control effect; nearly all actives have a fitted effect of over 55% in size
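Kinetic fluorescence helicase assay: unwinding of a quenched forked DNA duplex (100 nM final) with 2 mM ATP final raises red fluorescence (525/598 nm). Compounds sat 15 min at room temperature with 20 nM WRN beforehand.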
EPAC2 antagonist – EPAC2 (human) antagonism; Potency, µM (highest dose often 114 µM), for the others: at the highest dose activity, negative = inhibition, actives largely listed as inhibitors; EPAC2 GEF exchange of Rap1B-BODIPY-GDP, fluorescence; Q8WZA2; actives 0.18% (n = 360,000); note: potency is the fitted concentration of half-maximal effect; % is set by controls: 0 for no effect and ±100 for the full control effect; nearly all actives have a fitted effect of over 45% in size; many of its hits are not listed in these tables
Target sequence (Q8WZA2 whole entry, looked up): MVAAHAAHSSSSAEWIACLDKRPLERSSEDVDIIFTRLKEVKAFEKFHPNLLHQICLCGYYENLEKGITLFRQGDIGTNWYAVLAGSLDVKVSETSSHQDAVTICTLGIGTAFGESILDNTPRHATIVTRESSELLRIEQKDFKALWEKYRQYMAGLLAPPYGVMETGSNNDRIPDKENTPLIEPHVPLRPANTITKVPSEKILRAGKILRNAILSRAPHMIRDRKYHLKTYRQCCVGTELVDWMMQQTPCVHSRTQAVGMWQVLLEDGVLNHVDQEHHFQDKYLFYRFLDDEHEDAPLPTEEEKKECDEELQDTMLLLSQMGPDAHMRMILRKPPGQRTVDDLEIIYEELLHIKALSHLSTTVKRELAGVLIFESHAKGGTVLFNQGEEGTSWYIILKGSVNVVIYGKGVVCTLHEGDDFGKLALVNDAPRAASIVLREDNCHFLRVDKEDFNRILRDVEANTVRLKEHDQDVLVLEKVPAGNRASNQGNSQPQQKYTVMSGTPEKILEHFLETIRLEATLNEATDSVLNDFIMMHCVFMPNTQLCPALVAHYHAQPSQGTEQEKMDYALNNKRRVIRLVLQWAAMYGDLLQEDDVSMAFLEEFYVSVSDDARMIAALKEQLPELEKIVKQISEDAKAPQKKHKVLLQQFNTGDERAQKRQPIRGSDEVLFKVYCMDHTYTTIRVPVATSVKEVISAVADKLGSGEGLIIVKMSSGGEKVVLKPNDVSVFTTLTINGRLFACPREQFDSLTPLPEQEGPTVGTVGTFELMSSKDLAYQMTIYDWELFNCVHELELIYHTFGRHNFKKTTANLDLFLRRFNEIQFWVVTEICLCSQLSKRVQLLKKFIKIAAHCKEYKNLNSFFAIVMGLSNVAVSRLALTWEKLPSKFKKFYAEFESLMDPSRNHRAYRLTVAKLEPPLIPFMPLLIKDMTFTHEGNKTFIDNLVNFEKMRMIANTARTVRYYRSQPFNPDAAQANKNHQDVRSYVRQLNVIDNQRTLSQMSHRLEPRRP
CCT modulator – cytosolic chaperonin activity modulation | purified chaperonin ATPase assay, HTRF ADP detection, 30 min | activity change, % (concentration not given with the values), hits read low | actives 0.3% (n = 360,000) | AID 651819; in the data active = activity change below about -30%; note: % is set by controls: 0 for no effect and ±100 for the full control effect
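ATPase activity: ADP formed was measured by HTRF Transcreener (665/615 nm ratio) after 30 min at 37 deg C with 10 uM ATP. Compounds screened at one 76 uM concentration against 40 or 20 nM TRiC in Tris pH 7.4/KCl/MgCl2/DTT buffer.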
EPAC1 antagonist – antagonists of human EPAC1. EPAC1 GEF assay, Rap1b-BODIPY-GDP exchange fluorescence. actives 0.14% (n = 360,000). Potency, µM (top dose mostly 115 µM), for the others: top-dose activity change, negative = inhibition, actives largely listed as inhibitors;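 note: potency is the fitted concentration of half-maximal effect; plate controls were vehicle for no effect and positive control for full effect; nearly all actives have a fitted effect of over 50% in size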
EPAC1 ag – activates human EPAC1 exchange factor. EPAC1 agonist qHTS, biochemical assay; response scale: 100% = response to 6.5 mM cAMP. O95398. Potency, µM (top dose mostly 154 µM), without a hit: top-dose activation, most hits filed as activators. actives 0.073% (n = 360,000). AID 720707; note: potency is the fitted concentration of half-maximal effect; nearly all actives have a fitted effect of over 60% in size
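Compounds were pinned as a concentration titration into mixtures of EPAC1 (100 nM), BODIPY-GDP-loaded Rap1B (250 nM) and GDP (50 uM). After 5 min at room temperature, fluorescence was followed for 30 min; activity was scaled to 6.5 mM cAMP.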
Numbers without * were called inactive; ? = inconclusive; · = not tested or not shown; [ ] = remark or other dose. Unless noted, calls come from the whole dose curve; as a rule, active = well fitted curve in the direction sought with a large enough effect; inconclusive = small, poorly fitted or top-dose-only effect, or another doubt; inactive = no such curve, though single readings can be large; an effect the other way counts as inactive or inconclusive. Not all compounds are listed; the hit share may differ from the screen's.

#	Mm-Cpn inhibitor	PLK1 PBD block	PI5P4K alpha inh	WRN inhibitor	EPAC2 antagonist	CCT modulator	EPAC1 antagonist	EPAC1 ag	Compound
1	0%	-5%	3	-7%	-3%[57.1 µM]	0.6	-3%	4%	CCC(=O)Oc1ccc(NC(=O)CSCc2ccccc2)cc1
2	1%	-9%	3	4%	10%	0.4	13%	-5%	Fc1ccc(-c2ncc3ccccn23)cc1
3	2%	7%	-6	1%	0%	-1.1	-4%	-8%	O=C(c1ccccc1NS(=O)(=O)c1ccc(F)cc1)N1CCOCC1
4	-3%	-5%	0	-1%	10%	0.4	6%	16%	CC(=O)c1cccc(CN2CCCC(N3CCN(c4ccccc4F)CC3)C2)c1 (centres undefined)
5	0%	-3%	-1	-3%	-9%	-0.9	-18%	-4%	CCOC(=O)c1c(NC(=O)CN2C(=O)C(=O)N(CC(C)C)C2=O)sc(C)c1CC
6	?	1%	0	5%	11%	0.6	-3%	-4%	COc1ccc(S(=O)(=O)N(C)CC(=O)NCc2ccc3c(c2)OCO3)cc1
7	0%	-9%	-22	-12%	1%	-2.1	?	10%	Cc1ccc(CNC(=O)c2ccc(Cl)c(S(N)(=O)=O)c2)n1C
8	0%	2%	-2	-28%	-1%	-1.7	7%	8%	O=C(NCCc1ccccc1)C(=O)NCC1OCCCN1S(=O)(=O)c1ccc(F)cc1 (centres undefined)
9	-1%	-6%	1	-17%	22%	2.5	18%	9%	Cc1cc(NC(=O)C(=O)NCCN2CCN(C(=O)c3cccs3)CC2)ccc1Br
10	·	2%	-1	2%	4%	0.6	-10%	-6%	COc1cc(/C=C/C(=O)OCC(=O)Nc2ccc3[nH]c(=O)[nH]c3c2)ccc1OC(F)F
11	·	0%	5	-3%	-6%	·	10%	-5%	COc1ccc(S(=O)(=O)N[C@@H]2C=C[C@@H](CC(=O)N3CCc4ccccc4C3)O[C@@H]2CO)cc1
12	·	-7%	-2	8%	-17%	-0.8	19%	-5%	C[C@H]1CN([C@@H](C)CO)C(=O)CCCn2nncc2CO[C@@H]1CN(C)S(=O)(=O)c1ccc(-c2ccccc2)cc1
13	-13%	?	-9	6%	23%	-2.2	-25%	-20%	CCCCN(C(=O)CSc1cc(C)c2ccc(OC)cc2n1)c1c(N)n(Cc2ccccc2)c(=O)[nH]c1=O
14	1%	-12%	2	-5%	-15%	-0.4	-4%	5%	Cc1cc(Cl)nc(Cl)c1C(=O)NC(=O)NCCC(C)C
15	-1%	-29%	9	11%	-14%	0.3	-29%	-3%	Cc1nc(SC(C)C(=O)c2c(N)n(C)c(=O)n(C)c2=O)c2c(C)c(C)sc2n1 (centres undefined)
16	0%	-6%	3	-4%	8%	-0.9	19%	-2%	COc1ccc2cc(S(=O)(=O)N3CCOCC3)ccc2c1
17	·	-1%	-26	13%	-14%	0.0	15%	-15%	O=c1[nH]c2ccccc2c(=O)c2ccccc12
18	2%	-5%	0	-2%	2%	-5.1	-13%	-5%	COc1ccc(Cl)cc1NC(=O)CN1C(=O)NC(C)(Cc2ccc(OC)c(OC)c2)C1=O (centres undefined)
19	-3%	-13%	1	2%	-27%	-2.6	-5%	1%	O=C(COC(=O)c1ccc[nH]c1=O)NCCCc1ccccc1
20	1%	-12%	3	-4%	-15%	0.9	-32%	4%	COc1cc(CCC(=O)Nc2c(C(=O)N3CCN(c4ccccc4)CC3)oc3ccccc23)on1

Profiles, looked up by structure. Order of screens: Mm-Cpn inhibitor | PLK1 PBD block | PI5P4K alpha inh | WRN inhibitor | EPAC2 antagonist | CCT modulator | EPAC1 antagonist | EPAC1 ag
Shown for O=C(NCCc1ccccc1)C(=O)NCC1OCCCN1S(=O)(=O)c1ccc(F)cc1 (centres undefined) = 0% | 2% | -2 | -28% | -1% | -1.7 | 7% | 8%
Shown for Fc1ccc(-c2ncc3ccccn23)cc1 = 1% | -9% | 3 | 4% | 10% | 0.4 | 13% | -5%
Shown for Cc1nc(SC(C)C(=O)c2c(N)n(C)c(=O)n(C)c2=O)c2c(C)c(C)sc2n1 (centres undefined) = -1% | -29% | 9 | 11% | -14% | 0.3 | -29% | -3%

(next part)
#	Mm-Cpn inhibitor	PLK1 PBD block	PI5P4K alpha inh	WRN inhibitor	EPAC2 antagonist	CCT modulator	EPAC1 antagonist	EPAC1 ag	Compound
21	0%	-2%	8	-4%	2%	-0.9	0%	0%	O=c1cc(CSc2nnc(COc3ccc(Cl)cc3)o2)c2ccccc2[nH]1
22	3%	4%	·	-1%	2%	-1.7	-2%	7%	Cc1nc(=O)c(-c2ccccc2)c(C)n1-c1ccccc1C(=O)O
23	-2%	?	2	-27%	5%	-2.2	1%	126µM*	CC(=O)N1CCc2c(sc(NC(=O)CS(=O)(=O)c3ccc(F)cc3)c2C(N)=O)C1
24	·	-14%	1	-1%	-2%	-1.6	-7%	2%	CCC(=O)N1CCCC1(C)C(=O)NCc1ccc(SC)cc1 (centres undefined)
25	-1%	-5%	1	5%	7%	1.2	-27%	1%	COCCNC(=O)c1onc(CSc2ccc(F)cc2)c1C(=O)NCCOC
26	0%	-11%	9	-9%	-24%	0.1	-20%	12%	O=S(=O)(NCCC1=CCCCC1)c1c(Cl)cccc1Cl
27	-1%	?	1	-3%	4%	-8.7	-8%	-9%	CC(C)(C)C(=O)NC(=S)Nc1sc2c(c1C(N)=O)CCC2
28	-1%	-9%	-11	-3%	28%	-0.2	21%	1%	O=C1c2ccccc2-c2nnc(-c3ccccc3)cc21
29	-1%	-7%	1	10%	2%	1.0	-2%	9%	COc1ccccc1CNC(=O)CN(C)CC(=O)Nc1cccc(F)c1
30	-1%	-27%	·	15%	-2%	-2.6	7%	-3%	Cc1ccc[n+](CC(=O)c2cc3ccccc3oc2=O)c1
31	0%	4%	-1	-15%	-1%	-2.1	-12%	5%	O=C(CCNC(=O)c1ccccc1Cl)NC1=NCCS1
32	-3%	-4%	1	4%	-5%	-2.5	7%	12%	COc1ccc(-c2coc3c(CN4CCOCC4)c(O)ccc3c2=O)cc1
33	2%	-3%	-9	-12%	0%	-1.9	2%	-3%	COc1ccc(Cl)cc1NC(=O)Cn1c(C)csc1=O
34	0%	-10%	-11	-17%	19%	0.5	-13%	5%	COc1ccc(/C=N/NC(=O)c2cccc(Br)c2)cc1Cn1cc(Cl)cn1
35	1%	-3%	-1	0%	4%[57.1 µM]	-1.2	-5%	-19%	O=C1/C(=C/c2cccnc2)SC(=S)N1c1ccccc1
36	2%	-13%	2	4%	0%	-0.8	-6%	-1%	CCC(CC)NC(=O)c1cccc(Oc2ccccc2)c1
37	0%	-4%	1	1%	-6%	-1.4	-4%	1%	O=C(CCCC1=NS(=O)(=O)c2ccccc2N1)N1CCN(c2ccc([N+](=O)[O-])cc2)CC1
38	-1%	-6%	·	-3%	8%	-1.3	6%	2%	OC(COCCC12CC3CC(CC(C3)C1)C2)CN1CCCCC1 (centres undefined)
39	0%	-4%	0	-4%	0%	-0.6	6%	4%	Cc1cc(C(=O)OCC(=O)Nc2ccc(F)cc2)c(C)o1
40	·	-2%	-1	8%	6%	0.5	9%	8%	COC(=O)c1cccc(NC(=O)c2cnn(C)c2)c1

#	Mm-Cpn inhibitor	PLK1 PBD block	PI5P4K alpha inh	WRN inhibitor	EPAC2 antagonist	CCT modulator	EPAC1 antagonist	EPAC1 ag	Compound
41	-2%	3%	7	-6%	-17%	-0.5	-8%	-7%	CCOC(=O)c1ccc(NC(=S)N2CCCC2c2ccc(OC)c(OC)c2)cc1 (centres undefined)
42	·	-9%	-2	8%	-4%	-0.9	0%	3%	O=C(NCc1cccs1)[C@@H]1CCCN1S(=O)(=O)c1ccccc1F
43	-1%	?	-8	-8%	6%	2.1	9%	-6%	OC(c1nc2ccccc2[nH]1)C(O)C(O)C(O)c1nc2ccccc2[nH]1 (centres undefined)
44	3%	-4%	1	-5%	-15%	-0.7	-11%	-9%	CCn1cc(S(=O)(=O)CC(=O)Nc2cccc(C)c2)c2ccccc21
45	0%	-4%	1	-6%	-5%	-3.3	-6%	3%	O=C(Nc1cccc2ccccc12)N1CCN(c2ccccc2)CC1
46	2%	?	-4	-3%	-6%	0.0	-10%	-2%	CCOC(=O)CC(NC(=O)C1c2ccccc2Oc2ccccc21)c1ccccc1Cl (centres undefined)
47	-1%	-8%	-1	-7%	9%	3.8	17%	-8%	Cc1ccc(NC(=O)Nc2ccc(F)cc2)cc1Cl
48	0%	1%	3	4%	-7%	2.4	?	0%	O=C(CCN1CCN(Cc2ccccc2)CC1)Nc1cccc(Br)c1
49	1%	-7%	0	-17%	0%	-1.6	6%	4%	COc1ccc2nc(NC(=O)c3sc4nc(C)cc(C)c4c3N)sc2c1
50	3%	-25%	-14	-22%	6%	-4.2	8%	-7%	CSCCC(NC(=O)c1cc([N+](=O)[O-])cc([N+](=O)[O-])c1)c1nc2ccccc2[nH]1 (centres undefined)
51	0%	-14%	-7	7%[57.1 µM]	3%	0.9	-1%	-5%	CC(=O)Nc1ccc(S(=O)(=O)NC(C)C(=O)NCCc2ccc(F)cc2)cc1 (centres undefined)
52	-9%	20%	-23	16µM*	-16%	-7.6	-21%	1%	COc1cc(/C=C2\SC(=S)N(NC(=O)c3ccccc3OC)C2=O)ccc1O
53	-3%	-5%	-3	-11%[57.1 µM]	-10%	0.9	-13%	7%	C/C(N)=C(/C#N)C(=O)COC(=O)CNS(=O)(=O)c1ccc(F)c(F)c1F
54	0%	7%	-6	-1%	1%	-0.5	-8%	-1%	C/C(Cc1ccccc1)=N\NC(=O)CNC(=O)c1ccccc1O
55	2%	-7%	1	-4%	1%	1.0	-30%	14%	COc1ccc(-c2csc(NC(=O)Cc3ccccc3)n2)cc1OC
56	0%	-17%	-2	-7%	2%	-1.4	9%	14%	O=C(CN1CCC(NC(=O)c2ccccc2F)CC1)Nc1ccc2c(c1)OCO2
57	0%	7%	-1	-10%	12%	0.7	-4%	-3%	O=C(O)/C=C\C(=O)Nc1ccc(OC(F)F)cc1
58	0%	-7%	-3	1%	2%	-3.6	-4%	-4%	CCN(CC)C(=O)Cn1cc(C(=O)C(=O)N2CC=C(c3ccccc3)CC2)c2ccccc21
